# GAA glycogen: qHTS Assay for Inhibitors and Activators of Human alpha-Glucosidase Cleavage of Glycogen; actives 0.38% (n = 300,000); AID 2100, 2009; recombinant GAA, glycogen substrate, Amplex Red glucose oxidase fluorescence; Potency, µM (top dose mostly 76.4 µM), inactives show top-dose activity change, negative = inhibition, actives largely listed as inhibitors;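 note: potency is the fitted concentration of half-maximal effect; 0% = full enzyme reaction and -100% = no-enzyme basal signal; the screen sought inhibitors and activators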
#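 Natural-substrate format: glycogen cleavage by 4 nM human enzyme, glucose read by Amplex Red coupling (Ex 573, Em 610 nm). Normalized to enzyme and no-enzyme controls.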
# CBFb-RUNX1 inh: qHTS Assay for Compounds Blocking the Interaction Between CBF-beta and RUNX1 for the Treatment of Acute Myeloid Leukemia; AlphaScreen CBFb-His/RUNX1-biotin binding, biochemical; Potency, µM (top dose mostly 59.8 µM), for the others: at the top dose activity, negative = inhibition, hits mostly inhibitors; Runt-related transcription factor 1 (Homo sapiens) + Core-binding factor subunit beta …; AID 1477, 2009; 230,000 tested, under 10 active; note: % of control where 0% means no effect
# Target sequence (Q01196 whole entry, looked up): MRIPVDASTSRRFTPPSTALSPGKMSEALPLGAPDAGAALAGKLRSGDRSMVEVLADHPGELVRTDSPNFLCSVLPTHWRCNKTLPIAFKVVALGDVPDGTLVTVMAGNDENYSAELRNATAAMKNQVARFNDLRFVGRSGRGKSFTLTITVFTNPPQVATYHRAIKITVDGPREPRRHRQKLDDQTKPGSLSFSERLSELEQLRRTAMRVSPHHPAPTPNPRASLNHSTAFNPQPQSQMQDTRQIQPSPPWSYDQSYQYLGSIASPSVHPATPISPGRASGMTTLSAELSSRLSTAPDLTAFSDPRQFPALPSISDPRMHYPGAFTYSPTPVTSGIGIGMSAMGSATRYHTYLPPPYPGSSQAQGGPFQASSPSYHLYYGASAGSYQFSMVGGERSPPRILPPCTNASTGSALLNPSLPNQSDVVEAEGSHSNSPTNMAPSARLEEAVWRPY
# Target sequence (Q13951 whole entry, looked up): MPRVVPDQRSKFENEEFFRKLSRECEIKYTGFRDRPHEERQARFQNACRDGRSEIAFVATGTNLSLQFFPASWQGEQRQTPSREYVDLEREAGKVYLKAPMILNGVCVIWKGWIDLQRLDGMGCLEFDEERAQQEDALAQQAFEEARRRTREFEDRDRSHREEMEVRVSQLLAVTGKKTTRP
#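 CBF-beta (His) and RUNX1 (biotin), 30 nM each; 20 min preassociation; + compound, 15 min; + beads 50 ng each (Ni, streptavidin), 90 min; RT; AlphaScreen read.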
# Lamin A splicing: qHTS Assay for Modulators of Lamin A Splicing | Potency, µM (titrated, usually from 46.1 µM), without a hit: top-dose ratio change, negative = inhibition, hits mostly inhibitors | HeLa LMNA splicing GFP/RFP minigene ratio, 48 h | AID 1487, 2009 | actives 0.01% (n = 200,000); active = well fitted inhibition curve with a large enough effect in the signal ratio, with a control signal flat, not every such curve was filed as active; inconclusive = small, poorly fitted or top-dose-only effect, or effect the other way, or a change in a side signal; the % refers to the signal ratio; note: potency is the fitted concentration of half-maximal effect; % is set by controls: 0 for no effect and ±100 for the full control effect
#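 Read-out is the ratio of GFP to DsRed2 object intensity, acquired by 488 nm laser-scanning cytometry on HeLa lamin A-EGFP minigene reporter cells. Compound incubation 48 hrs at 37 °C in Opti-MEM with 2% FBS; DMSO 0.5% final.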
# HTT ATP protect: qHTS Multiplex Assay to Identify Dual Action Probes in a Cell Model of Huntington: Cytoprotection (ATP) | actives 0.14% (n = 230,000) | Potency, µM (top dose mostly 56.4 µM), inactives show cytoprotection (ATP increase), usual class: activators | PC12 HTT-Q103 induced, cytoprotection, ATP luminescence, 40 h;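 note: potency is the fitted concentration of half-maximal effect; % of control where 0% means no effect; nearly all actives have a fitted effect of over 45% in size; toxic huntingtin expression switched on by the ecdysone agonist tebufenozide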
#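 Huntington model: PC12 line, ecdysone-inducible HTTQ103 exon1–GFP, tebufenozide 100 nM. Test articles in a dose series. Endpoint luminescence from cellular ATP.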
# aGlu spleen mod: qHTS Assay for Inhibitors and Activators of Human alpha-Glucosidase From Spleen Homogenate | AID 2112, 2009 | actives 0.006% (n = 240,000) | human spleen homogenate, 4-MU-alpha-glucoside fluorescence | Lysosomal alpha-glucosidase (Homo sapiens), P10253 | Potency, µM (titrated, usually from 79.9 µM), without a hit: at the top dose activity change, negative = inhibition, actives largely listed as inhibitors;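 note: potency is the fitted concentration of half-maximal effect; 0% = enzyme with vehicle and -100% = no enzyme basal signal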
#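 Enzyme source: human spleen homogenate, 1 ug/well. Buffer 50 mM citric acid/K phosphate pH 5.0, 0.01% Tween-20. 4-MU-alpha-glucoside 1 mM; 37 C x 40 min; NaOH/glycine stop; fluorescence.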
# HTT aggregate: qHTS Multiplex Assay to Identify Dual Action Probes in a Cell Model of Huntington: Aggregate Formation (GFP); actives 1.1% (n = 220,000); PC12 HttQ103-GFP aggregates, Acumen cytometry, 40 h; Potency, µM (highest dose often 46.1 µM), without a hit: top-dose activity change, negative = inhibition, actives largely listed as inhibitors; note: potency is the fitted concentration of half-maximal effect; % is set by controls: 0 for no effect and ±100 for the full control effect; nearly all actives have a fitted effect of over 60% in size
#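 Aggregate formation scored by laser-scanning cytometer (488 excitation, 500–530 emission) in lysed PC12 cells expressing Q103-GFP after 100 nM tebufenozide induction; library tested in dose series, with ATPLite reagent added in the multiplex.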
# GAA inh: qHTS Assay for Inhibitors of Human alpha-Glucosidase as a Potential Chaperone Treatment of Pompe Disease. Lysosomal alpha-glucosidase (Homo sapiens), P10253. purified human GAA, 4-MU-alpha-glucoside fluorescence. Potency, µM (series often up to 76.9 µM), without a hit: at the top dose activity change, negative = inhibition, most hits filed as inhibitors. actives 0.005% (n = 200,000);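 note: potency is the fitted concentration of half-maximal effect; plate controls were uninhibited enzyme wells for no effect and no-enzyme background for full effect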
#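 Compounds are titrated up to 77 uM against 4 nM human enzyme. Substrate 4-methylumbelliferyl-alpha-D-pyranoside (400 uM) reacts 20 min at room temperature in pH 5.0 buffer; liberated 4-methylumbelliferone is read at 440 nm.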
# The depositor's hits bear a star; ? = inconclusive; · = not tested or not shown; [ ] = remark or other dose. Unless noted, calls come from the whole dose curve; as a rule, active = well fitted curve in the direction sought with a large enough effect; inconclusive = small, poorly fitted or top-dose-only effect, or another doubt; inactive = no such curve, though single readings can be large; an effect the other way counts as inactive or inconclusive.
cpd | mol | GAA glycogen | CBFb-RUNX1 inh | Lamin A splicing | HTT ATP protect | aGlu spleen mod | HTT aggregate | GAA inh
1 | COc1cc(-c2ccccc2)nc2ccccc12 | -9% | -8% | ? | -12%[10 µM] | 4% | -29% | -3%
2 | CCOC(=O)c1cc(C(=O)NC(C)c2ccccc2)c(C)[nH]c1=O (stereo not drawn) | 16% | -10% | 9%[46 µM] | -17%[10 µM] | -5% | -8%[9.22 µM] | 4%
3 | Cc1ccc(Nc2ccc(N3CCN(c4ccc([N+](=O)[O-])cc4)CC3)nn2)cc1 | 3% | -5% | · | -12% | -6% | -5% | -7%
4 | Cc1nc(SC2CC(=O)N(c3ccccc3)C2=O)n[nH]1 (stereo not drawn) | -15% | 2% | · | 3%[10 µM] | 4% | 0%[9.22 µM] | -5%
5 | O=C(Nc1nnc(CC(c2ccccc2)c2ccccc2)s1)c1ccco1 | 7% | -1% | -3% | -8% | -16% | ? | -9%
6 | N#Cc1nc(-c2ccco2)oc1NCc1ccccc1Cl | ? | -12% | · | 34%[10 µM] | 6% | 3%[9.22 µM] | ·
7 | O=C(CSc1nnc(Cn2nnc(-c3ccccc3)n2)n1-c1ccccc1)Nc1ccccc1 | -10% | 0% | 16% | 2% | -4% | 17% | ?
8 | CCOc1ccc2nc(NC(=O)CSc3ccccc3)sc2c1 | -2% | 2% | -19% | -39%[inhibitor] | -4% | 2% | -2%
9 | Clc1ccc2c(c1)CNc1c(ncnc1N1CCOCC1)O2 | ? | 5% | -5% | -12%[0.074 µM] | -3% | ? | ?
10 | CCN1C(=O)/C(=C/C=C2\N(CC)c3cc(S(=O)(=O)N(C)C)ccc3N2c2ccccc2)SC1=S | -12% | -11% | · | -11%[10 µM] | 1% | -13%[9.22 µM] | ·
11 | CCCCNC(=O)CCn1c(=O)c2ccccc2n(Cc2ccccc2C)c1=O | -4% | 1% | 0% | 12%[10 µM] | -1% | 5% | 3%
12 | CC1CN(c2ccc(S(=O)(=O)N3CCCC3)cn2)CC(C)O1 (stereo not drawn) | -8% | 4% | · | 12%[10 µM] | 2% | -15%[9.22 µM] | ·
13 | Cc1sc2ncnc(OCC(=O)NC3CCS(=O)(=O)C3)c2c1C (stereo not drawn) | 1% | 0% | · | 0%[10 µM] | 2% | 7%[9.22 µM] | ·
14 | COc1ccccc1NS(=O)(=O)c1ccc(O)c(C(=O)OCC(=O)N2CCc3ccccc32)c1 | -11% | ? | · | 29%[10 µM] | -3% | -27%[9.22 µM] | ·
15 | CCOC(=S)SCc1cn2ccc(C)cc2n1 | -10% | -25% | -3% | 22%[10 µM] | 3% | -5% | 1%
16 | COc1ccc(CN2CC(=O)N(c3ccccc3C)C2=S)cc1OC | -19% | 6% | · | ? | 3% | -7% | 0%
17 | Cc1cccc(/C(N)=N/OC(=O)N2CCOCC2)c1 | 15% | -2% | ? | -109%[inhibitor] | -3% | ? | 2%
18 | CCNC(=S)N/N=C/c1ccccc1[N+](=O)[O-] | -4% | -8% | ? | -13% | 1% | 22% | 3%
19 | CCCCCCNC(=O)C(C#N)c1nc2ccccc2nc1N1CCOCC1 (stereo not drawn) | -9% | 4% | 9% | -5% | -2% | -15% | -2%
20 | O=C(NC(=S)NNC(=O)c1cccs1)c1ccc(Br)o1 | ? | -10% | ? | -7% | 4% | ? | -5%
21 | CCOc1ccccc1N(CC(=O)NC1CCCC1)C(=O)CCCC(=O)Nc1ccccn1 | 3% | 4% | 1% | 20% | 2% | ? | -7%
22 | COc1cc(C(=O)Nc2nc(-c3ccc(Cl)cc3)c(C)s2)ccc1OCC(=O)Nc1ccc(F)cc1 | 7% | 1% | 0% | -15%[10 µM] | -3% | ? | 7%
23 | O=C(/C=C/c1ccco1)Nc1nc(-c2ccc(F)c(F)c2)cs1 | -1% | 7% | · | -14%[10 µM] | 2% | 13%[9.22 µM] | -6%
24 | O=C(CSc1ccc(-c2cccs2)nn1)c1cccs1 | -3% | -3% | · | -41%[inhibitor] | -17% | -12% | 1%
25 | Fc1cccc(/C=N/Nc2ccc3ccccc3n2)c1 | ? | -13% | 5%[46 µM] | -18%[10 µM] | 1% | -6% | -5%

# 3 compounds already listed, sorted by their value in GAA inh, rising.
No.	SMILES	GAA inh
23	O=C(/C=C/c1ccco1)Nc1nc(-c2ccc(F)c(F)c2)cs1	-6%
20	O=C(NC(=S)NNC(=O)c1cccs1)c1ccc(Br)o1	-5%
22	COc1cc(C(=O)Nc2nc(-c3ccc(Cl)cc3)c(C)s2)ccc1OCC(=O)Nc1ccc(F)cc1	7%

# Fetched by structure from above (3):
cpd | mol | GAA glycogen | CBFb-RUNX1 inh | Lamin A splicing | HTT ATP protect | aGlu spleen mod | HTT aggregate | GAA inh
7 | O=C(CSc1nnc(Cn2nnc(-c3ccccc3)n2)n1-c1ccccc1)Nc1ccccc1 | -10% | 0% | 16% | 2% | -4% | 17% | ?
2 | CCOC(=O)c1cc(C(=O)NC(C)c2ccccc2)c(C)[nH]c1=O (stereo not drawn) | 16% | -10% | 9%[46 µM] | -17%[10 µM] | -5% | -8%[9.22 µM] | 4%
24 | O=C(CSc1ccc(-c2cccs2)nn1)c1cccs1 | -3% | -3% | · | -41%[inhibitor] | -17% | -12% | 1%

# (list continues)
cpd | mol | GAA glycogen | CBFb-RUNX1 inh | Lamin A splicing | HTT ATP protect | aGlu spleen mod | HTT aggregate | GAA inh
26 | Cc1nn2c(NCCCN3CCOCC3)c3c(nc2c1-c1ccccc1)CCC3 | -3% | 1% | ? | -24% | 4% | -7% | 6%
27 | COc1ccc(CC(=O)Nc2ccc3c(c2)CCC3)cc1 | -5% | 2% | -17% | 12%[10 µM] | 0% | -1% | 7%
28 | Cc1ccc(S(=O)(=O)Oc2ccccc2/C=C2\SC(=O)NC2=O)cc1 | 4% | -1% | · | · | 5% | · | 7%
29 | CCn1c(CC(=O)Nc2ccccc2)nnc1SCc1nc2ccccc2c(=O)[nH]1 | 4% | 3% | · | 3%[10 µM] | 7% | -11%[9.22 µM] | ·
30 | Cc1ccccc1-c1nc(CS(=O)(=O)CC(=O)NCc2ccccc2)c(C)o1 | -2% | 9% | -9% | 20%[10 µM] | -1% | -20% | 5%
31 | Cn1cc(S(=O)(=O)N2CCN(Cc3ccccc3)CC2)c(=O)n(C)c1=O | 3% | -1% | -7% | 18%[10 µM] | 5% | -13% | 1%
32 | O=C(Nc1ccccc1)c1cccc(N2CCCC2=O)c1 | 2% | 2% | -8% | -18% | -9% | -22% | -5%
33 | O=C(CCSc1nnc(-c2ccncc2)o1)Nc1ccccc1Cl | 3% | -1% | 10% | -12% | 2% | 15% | -9%
34 | CC(C)(C)c1ccc(C(=O)/C=C2\NC(=O)CS2)cc1 | -3% | -4% | -22% | -91%[inhibitor][10 µM] | 1% | -29% | -5%
35 | c1ccc(Nc2nc3ccccc3n3nnnc23)cc1 | 13% | 8% | · | -10%[10 µM] | -5% | -1%[9.22 µM] | ·
36 | CC(=O)N1CCc2c(sc(NC(=O)c3ccc4c(c3)OCCO4)c2C#N)C1 | 7% | 1% | ? | -30%[10 µM] | -13% | 7% | -5%
37 | COc1cc(SC)ccc1C(=O)Nc1ccc(S(=O)(=O)N2CCCC2)cc1 | 10% | 7% | 1% | -1% | -4% | -4% | -4%
38 | CN(Cc1ccccc1)S(=O)(=O)c1ccc(NC(=S)NC(=O)C(C)(C)C)cc1 | 0% | -8% | -10% | 1%[10 µM] | -1% | 5% | -7%
39 | CCCCCc1c(O)nc(SCCN2CCOCC2)[nH]c1=O | 0% | 1% | · | 9%[10 µM] | 9% | 8%[9.22 µM] | -21%
40 | Cc1csc2c(=O)n(CCO)c(=O)[nH]c12 | -4% | 11% | · | -1%[10 µM] | -2% | 0%[9.22 µM] | ·
41 | O=c1c2c3c(sc2ncn1/N=C/c1cccnc1)CCCC3 | 3% | 7% | 6%[9.22 µM] | -9% | 0% | -6% | -6%
42 | CCS(=O)(=O)c1ccc(O)c(NC(=O)COc2ccccc2)c1 | -1% | -6% | 4%[0.0737 µM] | 25% | -6% | -2% | 5%
43 | Cc1ccc(-c2cc(Cc3ccncc3)c(=O)[nH]n2)cc1 | 0% | 9% | · | 8%[10 µM] | -1% | 1%[9.22 µM] | ·
44 | Cc1ccc(-n2nnnc2SCC(=O)N2CCCCC2)cc1 | 10% | 1% | 8% | -16% | 1% | 0% | -12%
45 | CCCCC(CC)C(=O)O (stereo not drawn) | · | 13%[21.7 µM] | · | 19% | -6% | · | ·
46 | COC(=O)C1C(c2ccc(OC)c(OC)c2)NC(c2ccc(OC)c(OC)c2)C(C(=O)OC)S1(=O)=O (stereo not drawn) | 0% | 11% | -3% | 0%[1.9 µM] | 1% | -8% | 0%
47 | CCc1nnc(NC(=O)CSc2nc3c(cc2C#N)CCCC3)s1 | 1% | 7% | 4% | -19% | -4% | -14% | -4%
48 | COc1ccc(-c2nc(NC(=O)CCNC(=O)c3ccco3)sc2C)cc1 | 2% | -11% | -18%[46 µM] | -16% | 8% | ? | 7%
49 | Nc1nnc(SC2CC(=O)N(c3ccccc3)C2=O)s1 (stereo not drawn) | 8% | -6% | -2% | -12% | 3% | ? | -5%
50 | CCNC(=O)COC(=O)/C=C/c1c(C)nn(Cc2cccc(OC)c2)c1Cl | 8% | 4% | · | -27% | -4% | 18% | 4%
51 | O=C1CN(CC(=O)Nc2ccc(Cl)cc2)CCN1 | 1% | 1% | 9% | -7% | -14% | -4%[9.22 µM] | 2%

# Profiles from above. Values in the order: GAA glycogen, CBFb-RUNX1 inh, Lamin A splicing, HTT ATP protect, aGlu spleen mod, HTT aggregate, GAA inh
# O=C1CN(CC(=O)Nc2ccc(Cl)cc2)CCN1 is entered as 1%, 1%, 9%, -7%, -14%, -4%[9.22 µM], 2%
# CCCCC(CC)C(=O)O (stereo not drawn) is entered as ·, 13%[21.7 µM], ·, 19%, -6%, ·, ·
# COc1cc(C(=O)Nc2nc(-c3ccc(Cl)cc3)c(C)s2)ccc1OCC(=O)Nc1ccc(F)cc1 is entered as 7%, 1%, 0%, -15%[10 µM], -3%, ?, 7%

# Screening data as filed in PubChem BioAssay.
